E-sel TNF inh: E-selectin induction blockers in HUVEC – imaging, immunofluorescence, high content, primary screen. 120,000 tested, 0.71% active. inhibition, % at 2 µM. AID 1246, 2008. HUVEC TNFa-induced E-selectin immunofluorescence;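 active = inhibition above the batch mean plus 3 SD, and confirmed as a hit on visual image review, cut at about 43% in these data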;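 note: 0% = TNF-stimulated DMSO wells and 100% = unstimulated control wells; not every result past the cut was called active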
PTEN del growth: growth suppression of PTEN-null HCT116, primary screen, cell-based, CellTiter-Glo; HCT116 PTEN-null viability, 60 h; active compounds read low; viability, % at 10 µM; AID 827, 2007; 140,000 tested, 1.2% active;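 active = viability at or below a set limit, 4 SD under the median of all tested compounds, cut at about 3.7% in these data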;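 note: PTEN knockout HCT116 line with beta catenin targeted HCT116 as companion control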
Yeast lifespan up: compounds extending yeast replicative lifespan, primary screen, S. cerevisiae, OD615; 130,000 tested, 0.68% active; inhibition of the nicotinamide effect, % at 10 µM; S. cerevisiae growth with nicotinamide; deaD strain in restrictive glucose medium;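 active = inhibition above a set limit, placed 3 SD over the median of all compounds, cut at about 26% in these data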;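 note: 0% = nicotinamide-treated wells and 100% = cells grown without nicotinamide; some compounds called inactive have numbers as strong as hits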
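Test system – modified budding yeast, DeaD strain · Compound – single dose 10 µM compound, 0.25% DMSO · Times – culture preincubation 4 h, compound exposure 48 h, both 30 °C · Detection – optical density (absorbance) at 615 nm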
GALR2 blocker: GALR2 antagonists in receptor-expressing cells, primary screen. Galanin receptor type 2 (Homo sapiens), O43603. 140,000 tested, 0.39% active. antagonist mode. inhibition, % at 4 µM. AID 828, 2007; in the data active = inhibition above about 27%;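 note: cells stimulated with galanin 1-16 at roughly its EC80; 0% = agonist challenge control and 100% = basal control without agonist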
Target sequence (O43603 whole entry, looked up): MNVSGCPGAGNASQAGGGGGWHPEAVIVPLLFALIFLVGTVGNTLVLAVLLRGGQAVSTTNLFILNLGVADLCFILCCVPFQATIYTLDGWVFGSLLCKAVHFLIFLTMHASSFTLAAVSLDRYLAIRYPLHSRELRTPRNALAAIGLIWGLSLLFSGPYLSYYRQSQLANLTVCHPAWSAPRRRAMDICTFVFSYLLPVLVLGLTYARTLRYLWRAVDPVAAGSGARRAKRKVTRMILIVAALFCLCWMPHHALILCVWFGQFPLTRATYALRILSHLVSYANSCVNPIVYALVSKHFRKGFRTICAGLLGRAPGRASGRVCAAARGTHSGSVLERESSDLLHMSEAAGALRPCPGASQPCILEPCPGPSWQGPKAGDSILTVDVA
Phagocytosis inh: inhibitors of macrophage phagocytosis, primary screen, imaging, J774A.1 cells, IgG beads. J774A.1 macrophage IgG-bead phagocytosis. inhibition, % at 5 µM. 110,000 tested, 0.07% active. AID 1029, 2008;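 active = inhibition above the mean of the plate negative controls plus 5 SD, cut at about 13% in these data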;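 note: phagocytic index as fraction of beads internalized from green versus red external bead signal; plate controls were DMSO negative control for no effect and cytochalasin-D positive control for full effect; some results beyond the cut were filed as inactive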
Measles CPE: compounds protecting cells from measles virus cytopathic effect, primary screen, measles RdRp inhibitor project, single point, MLSMR library, absorbance. Measles virus-infected cells, CPE protection. protection (pct of control), % at 4 µM. 140,000 tested, 1.5% active; in the data active = protection mostly above about 24%, no sharp cut-off; inactive = mostly below about 26%; note: some compounds called inactive have numbers as strong as hits
NPY Y2 blocker: NPY-Y2 receptor antagonists, primary screen, cell-based. Neuropeptide Y receptor type 2 (Homo sapiens), P49146. NPY-Y2 expressing cells, antagonist mode. inhibition, % at 2.7 µM. 140,000 tested, 0.99% active. AID 793, 2007; in the data active = inhibition above about 17%;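 note: 0% = vehicle with agonist challenge and 100% = reference antagonist with challenge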
Target sequence (P49146 whole entry, looked up): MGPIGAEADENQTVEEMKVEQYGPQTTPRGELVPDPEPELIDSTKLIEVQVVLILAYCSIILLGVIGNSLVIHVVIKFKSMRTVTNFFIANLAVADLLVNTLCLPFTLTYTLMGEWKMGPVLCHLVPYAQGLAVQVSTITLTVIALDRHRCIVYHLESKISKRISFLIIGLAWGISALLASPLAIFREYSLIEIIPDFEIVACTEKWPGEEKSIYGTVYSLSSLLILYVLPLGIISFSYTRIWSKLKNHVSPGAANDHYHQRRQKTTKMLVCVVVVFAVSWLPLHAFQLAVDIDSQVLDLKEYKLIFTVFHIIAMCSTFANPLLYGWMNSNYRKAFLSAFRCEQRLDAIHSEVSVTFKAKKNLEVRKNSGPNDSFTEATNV
MRP1 act: H69AR viability gain despite doxorubicin, primary screen, MRP-1 activator project, H69AR cells, CellTiter-Glo | viability rescue | viability increase, % at 10 µM | 140,000 tested, 0.61% active | AID 799, 2007;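 active = viability gain under doxorubicin at or above a set limit, the compound median plus 3 SD, cut at about 4.7% in these data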;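 note: MRP-1 overexpressing cells given doxorubicin 25 µM after compound pretreatment; 18-22 h compound pretreatment then 72 h with doxorubicin before readout; 0% = doxorubicin-only wells and 100% = vehicle-treated cells without doxorubicin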
HCT116 bCat-KO: primary screen for growth suppressors in beta-catenin knockout HCT116 cells (colon tumor, human); HCT116 beta-catenin knockout viability, CellTiter-Glo, 60 h; active compounds read low; viability, % at 10 µM; 140,000 tested, 1.5% active; AID 818, 2007;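 active = viability at or under a set limit, the compound median less 4 SD, cut at about 6% in these data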;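 note: 0% = Hyamine 1622 control at 20 µM and 100% = untreated cell control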
BB579 growth dn: growth inhibitors of yeast BB579 in restrictive medium, primary screen, yeast lifespan-shortening project, S. cerevisiae; OD615, 48 h; inhibition, % at 10 µM; 140,000 tested, 0.51% active;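 active = inhibition above a set limit, 3 SD over the mean compound inhibition, cut at about 44% in these data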; note: inactives centre near -24
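System: Saccharomyces cerevisiae DeaD strain BB579, replicative lifespan model yeast | Buffer or medium: Restrictive glucose-based CSMM-D medium | Times: 4 h preincubation and 48 h exposure at 30 °C | Detection: OD615 turbidity measurement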
Starred values were filed as active, the others as inactive; . = not tested or not shown. No enrichment for hits, and some 6.2% of all compounds hit somewhere here.

| SMILES | E-sel TNF inh | PTEN del growth | Yeast lifespan up | GALR2 blocker | Phagocytosis inh | Measles CPE | NPY Y2 blocker | MRP1 act | HCT116 bCat-KO | BB579 growth dn |
| --- | --- | --- | --- | --- | --- | --- | --- | --- | --- | --- |
| COc1ccc(S(=O)(=O)Nc2ccccc2C(=O)OC2CCCN(C)C2)cc1OC (stereo not given) | . | 89.1 | -9.5 | 2.7 | -1.2 | 5.1 | 5.6 | -2.8 | 84.0 | -21.8 |
| CN=c1scc(-c2ccc(Cl)cc2)n1C | . | 86.3 | 2.9 | 4.6 | . | 13.3 | 2.5 | -0.6 | 88.7 | -8.0 |
| NC(=O)c1ccccc1NC(=O)Nc1cccc(Cl)c1Cl | 39.9 | 77.3 | 3.3 | 52.7* | -4.4 | 8.9 | 3.7 | -3.7 | 83.8 | -47.4 |
| O=C(NCc1nnc(SCC(=O)N2CCCCCC2)o1)c1ccco1 | -2.7 | 100.9 | 28.5 | -3.2 | -0.2 | 1.1 | -1.8 | -0.4 | 93.8 | -62.3 |
| COc1ccc(/C(C)=N/OCC(=O)N2CC3(C)CC2CC(C)(C)C3)cc1 (stereo not given) | 94.0* | 80.0 | 2.6 | -14.2 | . | 6.3 | 8.3 | -3.6 | 83.5 | -28.5 |
| Cc1ccc(-c2[nH]c(=O)n3ccncc23)s1 | -0.7 | 98.7 | -12.4 | -4.6 | . | 4.6 | -0.4 | -2.2 | 86.1 | -18.6 |
| O=C(CSc1nnnn1-c1ccccc1)N1CCN(C(=O)c2ccco2)CC1 | . | 88.9 | -2.8 | -10.7 | -1.8 | 10.6 | 2.5 | -2.5 | 94.5 | -3.3 |
| COc1cccc(NC(=O)NCCCN2CCN(c3ccc(F)cc3)CC2)c1 | -6.4 | 47.5 | -3.2 | -3.0 | 0.5 | 20.9 | 1.3 | -5.4 | 50.1 | -10.2 |
| CCN(CC)S(=O)(=O)c1ccc(NC(=O)CN(c2cccc(F)c2)S(C)(=O)=O)cc1 | -13.7 | 69.5 | -10.8 | -6.2 | . | 4.6 | -1.1 | -1.1 | 80.1 | -81.2 |
| Cc1ccc(/C=C/c2nc3ccccc3c(=O)n2CCc2ccccc2)cc1 | . | 77.0 | 1.5 | 7.0 | -4.2 | 61.5* | 4.5 | -2.4 | 73.8 | -37.5 |
| c1ccc(N(c2ccccc2)c2nc(N3CCCC3)nc(-n3ccnc3)n2)cc1 | 4.5 | 47.7 | -12.1 | -4.4 | -2.0 | . | -0.1 | -2.8 | 56.7 | -27.3 |
| COC(=O)C1=CN(C(C)C)C=C(C(=O)OC)C1c1cc2c(cc1Br)OCO2 | -33.6 | 47.1 | -5.5 | 3.8 | -1.2 | 2.7 | 2.1 | -4.1 | 61.7 | -71.0 |
| Cc1ccc(-c2n[nH]c(=S)n2/N=C/c2cc3c(cc2[N+](=O)[O-])OCO3)cc1 | -1.2 | 90.8 | -9.3 | -2.8 | -0.3 | 3.1 | 5.1 | -1.8 | 84.9 | -17.4 |
| CC(=O)Oc1ccccc1N1C(=O)c2ccc(C(=O)O)cc2C1=O | 14.2 | 101.7 | 33.6 | 2.6 | -0.3 | 8.6 | 2.1 | -1.3 | 104.7 | -20.9 |
| Cc1ccccc1CN1C(=O)C(O)(CC(=O)c2ccncc2)c2ccccc21 (stereo not given) | . | 14.7 | -4.9 | -1.8 | -0.5 | 12.6 | 4.8 | -1.6 | 17.9 | -18.4 |
| COc1ccc(CCNc2oc(COc3ccc(F)cc3)nc2C#N)cc1 | -6.1 | 87.0 | -10.6 | 13.9 | -0.1 | 3.3 | 11.3 | 2.1 | 97.6 | -2.1 |

Look-ups from the entries so far:
Value for `CCN(CC)S(=O)(=O)c1ccc(NC(=O)CN(c2cccc(F)c2)S(C)(=O)=O)cc1` under Measles CPE: 4.6
Value for `c1ccc(N(c2ccccc2)c2nc(N3CCCC3)nc(-n3ccnc3)n2)cc1` under E-sel TNF inh: 4.5

Following part:
| SMILES | E-sel TNF inh | PTEN del growth | Yeast lifespan up | GALR2 blocker | Phagocytosis inh | Measles CPE | NPY Y2 blocker | MRP1 act | HCT116 bCat-KO | BB579 growth dn |
| --- | --- | --- | --- | --- | --- | --- | --- | --- | --- | --- |
| O=C(c1ccccc1)c1c(O)nc(-c2ccccc2)n(-c2ccccc2)c1=O | . | 102.2 | 1.2 | 2.0 | -7.5 | 4.0 | -0.4 | -1.1 | 107.3 | -35.4 |
| S=c1oc(-c2ccncc2)nn1CCc1ccncc1 | -38.5 | 99.2 | -7.3 | -1.9 | -1.8 | 20.2 | -1.6 | -0.1 | 97.6 | -46.1 |
| O=C(NN1C(=O)/C(=C/c2cccnc2)SC1=S)C(c1ccccc1)c1ccccc1 | -43.4 | 92.7 | -1.4 | -3.7 | . | 5.0 | 7.3 | 2.7 | 84.3 | -67.6 |
| C/C(Cl)=C\CNC(C)c1ccccc1 (stereo not given) | -4.0 | 86.2 | -3.4 | -1.6 | -0.7 | 5.2 | 1.1 | -2.1 | 90.0 | -28.3 |
| Oc1ccc(CN2CCCCC2)c2cccnc12 | 9.5 | 1.2* | . | -14.5 | . | 4.0 | 3.4 | -8.2 | 2.3* | 45.0* |
| CCNC(=O)NC(C(=O)OC)C12CC3CC(CC(C3)C1)C2 (stereo not given) | -54.2 | 78.2 | -16.6 | -3.5 | -0.2 | 16.3 | -0.5 | -0.1 | 86.5 | 10.3 |
| CCOc1ccc(C(=O)Nc2ccc(-c3nc4ccccc4[nH]3)cc2)cc1[N+](=O)[O-] | 4.3 | 73.8 | 1.3 | 5.3 | -2.2 | 10.4 | -0.1 | -5.0 | 75.0 | -22.7 |
| O=C1CC(=O)N(CCc2ccc(F)cc2)C(=O)N1 | -19.0 | 98.2 | 40.2 | 0.2 | . | 8.9 | 0.8 | -0.3 | 97.2 | -23.3 |
| O=C(N/N=C/c1cc([N+](=O)[O-])ccc1O)c1cc(-c2ccccc2)nc2ccccc12 | 2.0 | 10.1 | 2.7 | -16.9 | -1.4 | 9.1 | 3.0 | -0.9 | 14.7 | -31.9 |
| CC1(C)NC(=O)N(CC(=O)O)C1=O | 0.1 | . | -10.4 | 4.7 | 0.4 | 41.7 | -0.5 | -0.8 | 96.4 | -39.4 |
| Nc1nc(SCC(=O)NNc2c(Cl)cc(Cl)cc2Cl)n[nH]1 | . | 96.6 | 1.6 | 3.0 | -7.5 | 22.5 | 0.6 | 0.6 | 98.6 | 1.1 |
| COCCCNC(=O)CCCn1c(=O)c2ccccc2n(CC(=O)Nc2c(C)cc(C)cc2C)c1=O | -12.7 | 91.9 | 0.2 | 1.8 | -1.4 | 3.4 | 0.8 | -0.6 | 83.7 | -22.8 |
| Cc1ccc(C(=O)OCC(=O)Nc2ccccc2Sc2ccccc2)cc1C | -26.3 | 80.8 | 0.1 | 2.1 | -4.0 | 12.8 | 14.1 | -0.6 | 87.5 | -7.2 |
| CC(c1ccco1)N(C(=O)C12CC3CC(CC(C)(C3)C1)C2)c1ccccn1 (stereo not given) | -24.2 | 65.9 | 1.8 | -5.6 | 1.3 | 10.4 | 6.8 | -4.6 | 70.0 | -26.4 |
| COC(=O)COc1ccc(C(=O)OC)cc1 | 4.4 | 100.1 | -3.8 | -1.7 | -1.0 | 3.9 | 2.0 | 0.4 | 105.7 | -19.6 |
| CCOc1ccc(NC(=O)Nc2cc(C)ccc2F)cc1 | 7.5 | 65.9 | -11.0 | 8.7 | -0.2 | 5.0 | 2.1 | 0.9 | 67.8 | -67.9 |
| Cc1c(C(=O)NC(C)C)oc2c1-c1[nH]ncc1CC2 | . | 107.7 | -11.5 | 5.2 | -0.6 | 3.4 | 0.2 | -0.3 | 97.6 | -60.4 |
| CCOC(=O)C1=NN(C(=O)Cc2ccccc2)C(O)(c2ccc(Cl)cc2)C1 (stereo not given) | 7.3 | 97.7 | 6.9 | 0.2 | 1.6 | 1.1 | 3.0 | -0.7 | 89.3 | -35.1 |
| COc1ccc(C(=O)Nc2ccc(OCC(F)(F)C(F)F)c(C(F)(F)F)c2)cc1OC | -55.6 | 10.9 | -9.9 | 2.5 | -2.8 | 28.6 | 4.6 | -2.7 | 8.1 | -12.1 |
| O=C(Nc1nc2n(n1)C(c1ccccc1)CC(c1ccc(Cl)cc1)N2)c1ccco1 (stereo not given) | -23.5 | 45.9 | -11.8 | -5.9 | -0.3 | 3.5 | 2.6 | 0.8 | 44.4 | -2.2 |
| COc1ccc(OCC(O)COc2ccc(C(=O)O)cc2)cc1 (stereo not given) | -27.9 | 102.5 | -0.1 | 12.2 | . | 4.7 | 3.5 | 1.0 | 107.2 | -43.1 |
| O=C(COC(=O)c1ccccn1)Nc1nccs1 | . | 114.8 | -8.6 | -5.7 | -1.3 | 12.1 | 2.5 | 0.8 | 99.2 | 22.7 |
| O=c1cc(O)c2c(=O)[nH]c(=O)n(-c3ccccc3)c2[nH]1 | . | 108.8 | -5.6 | 7.5 | 1.9 | 6.7 | 1.7 | -0.1 | 100.6 | -8.7 |
| C=CCc1cccc2ccc(=O)oc12 | 0.1 | 103.3 | -5.9 | 3.6 | -10.9 | 3.4 | 1.1 | -1.2 | 92.2 | -12.2 |
| Cc1cc(Cl)ccc1NC(=O)CSc1nnc(-c2ccncc2)n1Cc1ccco1 | . | 75.6 | -8.4 | 2.9 | 1.9 | 31.5 | 0.7 | -1.7 | 67.5 | -18.4 |
| CCOC(=O)c1[nH]c2ccc(OCC)cc2c1NC(=O)CN1CCC2(CC1)OCCO2 | 3.5 | 106.4 | 57.0* | 8.9 | 11.0 | 9.6 | 0.9 | -0.3 | 98.8 | -65.2 |
| CCCCCC(=O)Nc1nc(C)c(-c2csc(Nc3ccccc3OCC)n2)s1 | -17.6 | 87.0 | -29.9 | -18.7 | 1.1 | 7.7 | 5.1 | -2.0 | 107.9 | -14.2 |
| CN1C(=O)/C(=C/c2ccccc2OCc2ccccc2)NC1=S | 6.6 | 91.5 | 2.4 | -10.3 | -6.5 | 25.6 | 1.1 | -3.5 | 70.2 | -42.2 |
| COc1cccc(/C=N/NC(=O)CNC(=O)c2ccc3c(c2)OCCO3)c1O | . | 22.8 | -4.8 | 8.1 | -5.8 | 11.7 | 2.4 | 5.9* | 25.6 | 1.8 |
| O=C(CN(Cc1ccco1)C(=O)CCC(=O)Nc1nccs1)NCc1ccccc1 | -33.2 | 88.1 | . | 11.1 | . | 2.5 | 0.8 | -3.6 | 95.7 | -32.2 |
| Cc1cccnc1N(C(=O)Nc1cccc(Cl)c1)C1=NCC(C)(C)S1 | 2.0 | 98.6 | 4.2 | 0.0 | -1.9 | 2.0 | -1.1 | -1.9 | 97.5 | -14.8 |
| CN(C)C(=S)SCC(=O)Nc1cccc(C(F)(F)F)c1 | -2.0 | 95.8 | -6.2 | -3.3 | -3.0 | 8.8 | 4.5 | -0.3 | 105.0 | -48.3 |

High-throughput results: PubChem BioAssay, several laboratories
